Source: PubChem
GLP1R inv ag = GLP-1 receptor (human) inverse agonism. P43220. HEK293 GLP-1R CRE-luciferase, luminescence, 24 h; GLP-1R form is constitutively active. Potency, µM (doses to about 38.3 µM), inactives show top-dose activity change, negative = inhibition, actives largely listed as inhibitors. 1.6% of 410,000 active. AID 624417; note: potency is the fitted concentration of half-maximal effect; % is set by controls: 0 for no effect and ±100 for the full control effect; nearly all actives have a fitted effect of over 55% in size
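Readout was luciferase luminescence, measured 12 min after detection reagent at room temperature. Beforehand, GLP-1R reporter HEK293 cells had sat 12 h, then received compounds for 24 hr at 37 deg C.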
pAkt inh = Akt phosphorylation inhibition; AID 651550; activity change, % for hits at 50 µM; 0.32% of 360,000 active; Neuro2A IGF-stimulated pAkt S473 HTRF, 20 min; hits give low values; in the data active = activity change below about -80%; inconclusive = mostly about -51% to -80%; note: % is set by controls: 0 for no effect and ±100 for the full control effect
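Neuro2A cells (4,500/well, DMEM with 0.5% FBS) were treated with compound at a single 50 µM final concentration, stimulated with 6 nM IGF for 20 min at 37 °C, and lysed. Phospho-Akt Ser473 was read by HTRF as 665/615 ratio ×10^4.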
GLP1R ag = GLP-1 receptor (human) agonism; HEK293 GLP-1R CRE-luciferase, luminescence, 4-6 h; cells express a hypersensitive GLP-1R form; Potency, µM (titrated, usually from 45.6 µM), for inactives: at the highest dose activation, most hits filed as activators; 0.007% of 380,000 active; AID 624172; note: potency is the fitted concentration of half-maximal effect; % of control where 0% means no effect
FUS yeast rescue = FUS proteinopathy suppression in yeast; Potency, µM (highest dose often 76.6 µM), for the others: at the top dose growth rescue (activation), usual class: activators; 0.24% of 390,000 active; AID 1347120; S. cerevisiae FUS-expressing, growth rescue, OD600, 24 h;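 note: potency is the fitted concentration of half-maximal effect; plate controls were DMSO vehicle for no effect and reference control for full effect; nearly all actives have a fitted effect of over 55% in size; some results filed as inactive show a strong effect at the top dose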
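Galactose (2%) drives FUS expression in yeast precultured in raffinose; seeding density OD 0.005. Test compounds incubated 24hr at 30C and 99% humidity before absorbance at 600 nm was measured.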
TDP43 rescue = TDP-43 toxicity inhibition in yeast. TDP-43 expressing yeast growth rescue, BacTiter-Glo, 24 h. Potency, µM (highest dose often 46.1 µM), inactives show top-dose growth rescue (activation), actives largely listed as activators. 1.8% of 410,000 active; note: potency is the fitted concentration of half-maximal effect; % of control where 0% means no effect; nearly all actives have a fitted effect of over 50% in size
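Cell-based yeast growth screen: TDP-43 expression induced in galactose, inoculum OD600=0.02 after raffinose pregrowth to mid-log. Read-out BacTiter-Glo luminescence at 24 hr, 30 deg C; inhibition of toxicity seen as signal increase.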
PTHR1 agonist = PTHR1 (human) receptor agonism; HEK293 GP2 PTHR1 cells, GloSensor cAMP luminescence, 1 h; Q03431; AID 743266; 0.075% of 410,000 active; Potency, µM (top dose mostly 115 µM), without a hit: top-dose activation, actives largely listed as activators; note: potency is the fitted concentration of half-maximal effect; nearly all actives have a fitted effect of over 55% in size; some results filed as inactive show a strong effect at the top dose; inactives centre near -15; many of its hits are not listed in these tables
Target sequence (Q03431 whole entry, looked up): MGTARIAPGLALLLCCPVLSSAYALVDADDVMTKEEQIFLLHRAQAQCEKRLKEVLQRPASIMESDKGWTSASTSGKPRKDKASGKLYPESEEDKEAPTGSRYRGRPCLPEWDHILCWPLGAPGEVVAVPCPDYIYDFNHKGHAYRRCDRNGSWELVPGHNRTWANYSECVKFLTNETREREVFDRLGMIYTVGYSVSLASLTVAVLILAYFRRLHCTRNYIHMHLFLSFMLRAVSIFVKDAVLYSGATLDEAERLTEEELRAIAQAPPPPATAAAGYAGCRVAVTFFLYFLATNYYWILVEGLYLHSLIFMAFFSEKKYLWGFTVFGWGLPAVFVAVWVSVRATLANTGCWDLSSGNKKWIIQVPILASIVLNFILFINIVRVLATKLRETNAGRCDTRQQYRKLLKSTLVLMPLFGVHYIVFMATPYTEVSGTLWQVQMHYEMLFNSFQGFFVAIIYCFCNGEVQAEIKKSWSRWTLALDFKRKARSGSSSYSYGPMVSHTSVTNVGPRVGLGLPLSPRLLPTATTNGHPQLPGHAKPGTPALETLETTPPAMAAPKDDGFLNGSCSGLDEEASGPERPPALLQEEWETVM
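HEK-293-derived GP2 cells expressing PTHR1 and a GloSensor cAMP reporter, 3,000/well, plated overnight, given luciferin plus IBMX (each 0.5 mM as added) for 1 h at 37 °C, then compound for 1 h at 37 °C. Luminescence was read after 15 min at room temperature.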
Abeta yeast res = compounds reversing amyloid beta toxicity in yeast; yeast expressing A-beta42, growth rescue, OD600, 48 h; response scale: 0% DMSO, 100% iron-clioquinol control; Potency, µM (titrated, usually from 46.1 µM), inactives show at the top dose growth rescue, actives largely listed as activators; 0.063% of 410,000 active; note: potency is the fitted concentration of half-maximal effect; nearly all actives have a fitted effect of over 55% in size
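Growth rescue measured by 600 nm absorbance after 48 h yeast culture at 30 C with compound. Values normalized between DMSO and an equimolar ferric chloride plus clioquinol control.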
D3 antag = blocks the human D3 dopamine receptor | D3R cells, DiscoveRx beta-arrestin luminescence, antagonist mode; hits give low values | P35462 | max response, negative = inhibition, % | 2.5% of 360,000 active; in the data active = max response below about -50%; inconclusive = no clear call, values can overlap the other calls; note: % is set by controls: 0 for no effect and ±100 for the full control effect; mostly tested at two doses, the higher about 12 µM
Target sequence (P35462 whole entry, looked up): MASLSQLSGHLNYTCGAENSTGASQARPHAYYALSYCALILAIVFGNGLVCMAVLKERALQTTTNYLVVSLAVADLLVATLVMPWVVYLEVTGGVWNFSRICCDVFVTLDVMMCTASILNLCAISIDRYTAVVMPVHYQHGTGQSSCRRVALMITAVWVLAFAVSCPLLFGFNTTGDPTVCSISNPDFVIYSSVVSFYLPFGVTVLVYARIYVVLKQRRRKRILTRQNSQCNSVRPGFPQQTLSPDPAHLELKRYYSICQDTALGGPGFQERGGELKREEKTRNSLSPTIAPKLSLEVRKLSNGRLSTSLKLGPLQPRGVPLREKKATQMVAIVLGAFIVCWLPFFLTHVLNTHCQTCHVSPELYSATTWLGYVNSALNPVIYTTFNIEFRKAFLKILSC
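Cells plated overnight at 1500 cells/well, then exposed to library compounds with dopamine controls for 90 minutes at 37 degrees C. DiscoveRx reagent added for 30–60 minutes at room temperature; luminescence read, quantitative HTS format.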
aSyn rescue = rescues yeast growth from alpha-synuclein toxicity. Potency, µM (highest dose often 46.1 µM), for inactives: at the top dose growth rescue (activation), most hits filed as activators. AID 652106. 0.14% of 370,000 active. Yeast expressing alpha-synuclein, growth rescue, BacTiter-Glo, 24 h; note: potency is the fitted concentration of half-maximal effect; % of control where 0% means no effect; nearly all actives have a fitted effect of over 65% in size
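Screening used galactose-induced yeast with toxic alpha-synuclein levels, exposed to compound for 24 hr at 30 deg C. Cell growth, read with BacTiter-Glo luminescence, gave the measured signal.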
* hit, by the source's call; i = inactive; u = inconclusive; x = no result given; [ ] = dose if it differs, or a comment. Unless noted, calls come from the whole dose curve; as a rule, active = well fitted curve in the direction sought with a large enough effect; inconclusive = small, poorly fitted or top-dose-only effect, or another doubt; inactive = no such curve, though single readings can be large; an effect the other way counts as inactive or inconclusive.

compound	GLP1R inv ag	TDP43 rescue	aSyn rescue	pAkt inh	FUS yeast rescue	Abeta yeast res	D3 antag	GLP1R ag	PTHR1 agonist
O=C(CCc1ccccc1)NC1CCS(=O)(=O)C1 (stereo unspecified)	8%	0%	-3%	i	2%	-1%	u	-6%	i
NC(=O)C1CCN(C(=O)CCCCCn2c(=O)[nH]c3ccsc3c2=O)CC1	5%	16%	4%	i	22%	18%	12	-12%	i
CCNC(=S)N/N=C/c1cc(C)ccc1C	4.5µM*	22%	2%	i	-11%	4.5µM*	9	-3%	17%
CCN1C(=O)N[C@H](c2ccc(Br)cc2)C(C(=O)OC)=C1C	15%	16%	6%	i	-3%	9%	-9	12%	i
CCC(=O)Nc1nnc(SCC(=O)Nc2ccc3c(c2)OCCO3)s1	-15%	-14%	-1%	i	19%	8%	-18	5%	10%
O=C(Cn1nnc(-c2ccc(CN3CCOCC3)cc2)n1)NC1CCCCC1	5%	12%	-1%	i	8%	5%	-12	5%	0%[57.5 µM]
COc1ccc(NC(=O)CSc2nnc(C)s2)cc1S(=O)(=O)N1CCOCC1	20%	5%	-2%	i	-6%	3%	6	0%	-12%
CC(=O)OCCCN1C(=O)c2ccc(Br)cc2C1=O	2%	9%	5%	i	13%	2%	15	-11%	i
CCOc1ccccc1N(C)C(=O)c1ccc2c(=O)n3c(nc2c1)CCCCC3	-16%	2%	8%	i	-16%	12%	3	5%	-30%[inhibitor]
Cc1ccccc1NC(=O)Cn1c(=O)n(CCCCCC(=O)NCc2ccc3c(c2)OCO3)c(=O)c2sccc21	6%	9%	x	x	20%	-18%	x	x	-31%[inhibitor]
C=CCc1cc(C)ccc1OCCOCCC(C(=O)OCC)C(=O)OCC	u	14%	7%	i	40%	17%	-18	6%	i
CCCCN1C(=O)C(=O)N(CC(=O)c2cc(C)n(C3CC3)c2C)C1=O	4%	16%	8%	i	19%	-1%	-26	-5%	-21%
COc1cc(/C=C/c2nc3cc(Cl)ccc3c(=O)n2-c2ccc(C)cc2C)cc(OC)c1OC	-5%	16%	x	x	3%	3%	x	x	-20%
Cc1cc(C)n(-c2ccc(Cl)c(Cl)c2)n1	14%	-4%[0.397 µM]	1%	i	-12%	9%	11	18%	i
O=C(NC(=O)c1ccc(Cl)cc1)Nc1cc(N2CCCCC2)ncn1	-1%	1%	-8%	i	-2%	-9%	-24	-8%	-20%[57.5 µM]
COc1ccc2[nH]c(C(=O)NCCN3CCOCC3)cc2c1	7%	-3%	-9%	i	-5%	5%	-3	-7%	i
Cc1cc(-c2ccc(C)c(S(=O)(=O)NC3CCCCC3)c2)on1	-29%	u	x	x	31%	2%	x	x	-6%
CC(C)n1cc2c(c1-c1ccccc1Cl)c(=O)n(C)c(=O)n2C	40%[activator]	22%	x	x	-12%	-6%	x	x	-12%
CC(=O)N1CCN(c2ccc([N+](=O)[O-])cc2)CC1	-1%	0%	-6%	i	0%	4%	3	14%	-12%
O=C(Nc1ccc(CN2CCCCC2)cc1)c1cccc(F)c1	20%	7%	2%	i	-27%	5%	-11	-8%	i
COc1ccc(OCCNC(=O)Nc2cc(F)c(F)cc2Cl)cc1	u	29%	-3%	i	-37%	-14%	-13	0%	-28%
CC1(C)Cc2ccccc2-c2nc3n(c(=O)c21)CCCS3	u	25%	-1%	i	8%	-32%[inhibitor]	-20	17%	i
CCOC(=O)c1ccccc1NC(=O)CN1C(=O)CCS(=O)(=O)c2ccccc21	-13%	10%	16%	i	19%	14%	13	-4%	-23%[57.5 µM]
COc1ccc(S(=O)(=O)NC(N)=NCCc2ccccc2)cc1	-4%	10%	2%	i	-20%	-5%	-11	-1%	-89%[inhibitor]
COc1ccc(CN(Cc2ccncc2)C(=O)CCC(=O)O)cc1	4%	-18%	-2%	i	-22%	-5%	-7	-8%	i

Some entries already given, reduced to PTHR1 agonist, D3 antag and GLP1R ag:
mol	PTHR1 agonist	D3 antag	GLP1R ag
CCN1C(=O)N[C@H](c2ccc(Br)cc2)C(C(=O)OC)=C1C	i	-9	12%
O=C(Cn1nnc(-c2ccc(CN3CCOCC3)cc2)n1)NC1CCCCC1	0%[57.5 µM]	-12	5%

Going on with the list.
compound	GLP1R inv ag	TDP43 rescue	aSyn rescue	pAkt inh	FUS yeast rescue	Abeta yeast res	D3 antag	GLP1R ag	PTHR1 agonist
CCOC(=O)Cc1csc(NC(=O)CSc2nnc3ccccn23)n1	-17%	-29%	-7%	i	3%	-18%	4	2%	23%
COc1ccc2c(c1)C(=O)CC(c1ccccc1F)O2 (stereo unspecified)	u	u	-6%	i	3%	-16%	-24	22%	i
CCN(CC(=O)Nc1ccccc1OC)C(=O)CSCc1ccc(C)cc1	u	-12%	2%	i	x	-5%	-18	3%	i
Cc1cccc(CCNC(=O)C2CCN(S(=O)(=O)c3cccc4cccnc34)CC2)c1	-2%	21%	1%	i	u	10%	2	6%	-12%
O=C(CN1C(=O)NC2(CCCC2)C1=O)Nc1cc(C(F)(F)F)ccc1N1CCOCC1	-29%	-9%	9%	i	x	-24%	-5	7%	-5%
Cc1ccc(CSC2=NCCN2S(=O)(=O)c2ccc(C)cc2)cc1	u	u	u	i	-4%	16%	-10	11%	-41%[inhibitor]
Cc1ccc(C(=O)C2Oc3ccccc3C3CC(c4ccc(C)cc4)=NN23)cc1 (stereo unspecified)	u	-16%	-1%	i	x	0%	-17	-8%	-18%
COc1ccccc1-n1c(SCC(=O)c2ccc(O)cc2O)nc2cc([N+](=O)[O-])ccc21	u	u	9%	i	u	25%	u	6%	-9%
Cc1ccc(CNC(=O)c2cccnc2Cl)cc1	3%	-6%	10%	i	-1%	1%	3	12%	-3%
CCOc1ccc(OCC)c(NC(=O)c2nnn(CC(=O)Nc3cc(Cl)ccc3OC)c2N)c1	-18%	10%	x	x	-17%	-4%	x	5%	-5%
COc1cc(-c2cn(S(=O)(=O)c3cccc4nsnc34)nc2N)cc(OC)c1OC	60%[activator]	-11%	0%	i	38%	9%	-14	u	i
O=C(Nc1nc2ccccc2[nH]1)c1ccc(Br)o1	u	u	-31%[inhibitor]	i	-1%	-48%[inhibitor]	-12	3%	-9%
CN1CCN(C(=S)NC(=O)c2ccc(Br)cc2)CC1	u	0%[1.82 µM]	-6%	i	23%	12%	u	5%	0%
O=C(NCc1ccccc1)c1c(Cl)nc(Cl)c(Cl)c1Cl	u	11%	0%	i	-12%	0%	u	-3%	-21%
CCCNC(=O)c1ccc(N2CCC3(CC2)CC(c2cccc(Br)c2)=NO3)c(NC(=O)c2ccco2)c1	u	21%	-9%	i	u	1%	39	-2%	i
CC1(c2nnc(Cc3ccccc3)o2)CC(c2cccc(Cl)c2)=NO1 (stereo unspecified)	u	26%	7%	i	40%	-7%	22	9%	-29%
COc1cc(C2=NOC(C(=O)NCc3cccnc3)C2)cc(OC)c1OC (stereo unspecified)	10%	-30%[inhibitor]	-21%	i	27%	-3%	-4	0%	-61%[inhibitor]
Cc1ccc(OCC(=O)Nc2ccc(-c3nc4ncccc4o3)cc2)cc1	9%	-3%	0%	i	-14%	6%	0	-4%	i
N#C/C(C(=O)Oc1ccccc1)=C1/Nc2ccccc2-c2ccccc21	6%	24%	2%	i	7%	27%	-1	0%	-28%
COc1ccc(CN2CCCC2C(=O)Nc2ccc(OC)c(OC)c2)cc1OC (stereo unspecified)	0%	-17%	-10%	i	3%	2%	15	27%	i
CCOc1ccccc1OCC(=O)Nc1cccc(S(=O)(=O)NC2=NCCCCC2)c1	5%	10%	0%	i	8%	-7%	0	1%	-53%[inhibitor]
COc1ccccc1C(C)NC(=O)CCNC(=O)c1ccc(Cl)cc1 (stereo unspecified)	-27%	3%	-5%	i	-14%	-10%	-2	-5%	i
CCOC(=O)c1c(NC(=O)COC(=O)c2ccccn2)sc(C(=O)N(C)C)c1C	22%	-18%	-3%	i	14%	0%	-1	-2%	-37%[inhibitor]
CCN(CC)S(=O)(=O)c1ccc(N2CCOCC2)c(NC(=O)C2CCCO2)c1 (stereo unspecified)	11%	19%	5%	i	u	-3%	11	3%	-6%
CN(c1nnc(NC(=O)Nc2ccc(Br)cc2)s1)C1CCCCC1	0%	11%	x	x	-42%	9%	x	x	i
O=C(CSc1nc2c(cnn2-c2ccc(F)cc2)c(=O)[nH]1)Nc1ccccc1C(F)(F)F	15%	18%	x	x	6%	-13%	x	x	-10%
Cc1ccc(NC(=O)c2ccc(S(=O)(=O)N3CCCC3)cc2)cc1	u	0%	10%	i	5%	19%	-1	0%	-38%[inhibitor]
CC(=O)Nc1ccc(NC(=O)CC(C)n2ccc(C)n2)cc1 (stereo unspecified)	-3%	6%	x	x	2%	-7%	x	x	i
S=c1[nH]nc(-c2cnccn2)n1-c1ccccc1	8%	7%	3%	i	9%	28%	50	12%	i
O=C(O)c1ccc(N=NNc2cccc([N+](=O)[O-])c2)cc1	-22%	-20%	-3%	i	35%	-16%	-22	-1%	i

This is a subset; the hit share may differ from the screen's.
